bovine MsrA act – activates bovine MsrA enzyme | actives 0.3% (n = 360,000) | activation, % at 10.6 µM | AID 602163 | purified bovine MsrA, absorbance read-out; in the data active means activation above about 7.5%;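 further: 0% = vehicle and 100% = reference activator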
SKN-1 inh – C. elegans SKN-1 inhibition | actives 0.49% (n = 360,000) | AID 624304 | inhibition, % at 21.8 µM | C. elegans VP596 Pgst-4::GFP/RFP ratio, acrylamide-induced, 24 h;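 active means interference check ratio from 0.5 to 1.5 plus GFP to RFP signal ratio inhibition reaching or exceeding a fixed threshold, cut at about 30% in these data, passing the limit was not always enough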; further: some compounds called inactive have numbers as strong as hits
Rin1 Abl inh – blocks binding of human Rin1 to Abl; actives 0.4% (n = 360,000); P00519+Q13671; inhibition, % at 7.35 µM; AID 588664; TR-FRET Rin1/Abl binding, biochemical; in the data active means inhibition above about 5%, passing the limit was not always enough
MsrA inh – bovine MsrA inhibition; AID 651718; actives 0.75% (n = 360,000); inhibition, % at 15.5 µM; purified bovine MsrA, absorbance read-out; in the data active means inhibition above about 4.5%;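 further: 0% = vehicle wells with enzyme and 100% = reference inhibitor wells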
Neddylation inh – inhibitors of human cullin neddylation. TR-FRET cullin neddylation, biochemical. P61081+Q13564. calls only at 25 µM. actives 0.58% (n = 360,000); in the data active means inhibition above about 36%
NRP1-CendR mod – alters CendR peptide binding to human NRP-1 | FAM-RPARPAR peptide binding to NRP-1, fluorescence polarization | inhibition, % at 25 µM | actives 0.85% (n = 360,000) | AID 602438;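 active means inhibition or corrected inhibition above about 18%, plus a signal ratio from 0.5 to 1.5, limit read from the data, passing the limit was not always enough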; further: strong numbers were not always called active
Target sequence (O14786 whole entry, looked up): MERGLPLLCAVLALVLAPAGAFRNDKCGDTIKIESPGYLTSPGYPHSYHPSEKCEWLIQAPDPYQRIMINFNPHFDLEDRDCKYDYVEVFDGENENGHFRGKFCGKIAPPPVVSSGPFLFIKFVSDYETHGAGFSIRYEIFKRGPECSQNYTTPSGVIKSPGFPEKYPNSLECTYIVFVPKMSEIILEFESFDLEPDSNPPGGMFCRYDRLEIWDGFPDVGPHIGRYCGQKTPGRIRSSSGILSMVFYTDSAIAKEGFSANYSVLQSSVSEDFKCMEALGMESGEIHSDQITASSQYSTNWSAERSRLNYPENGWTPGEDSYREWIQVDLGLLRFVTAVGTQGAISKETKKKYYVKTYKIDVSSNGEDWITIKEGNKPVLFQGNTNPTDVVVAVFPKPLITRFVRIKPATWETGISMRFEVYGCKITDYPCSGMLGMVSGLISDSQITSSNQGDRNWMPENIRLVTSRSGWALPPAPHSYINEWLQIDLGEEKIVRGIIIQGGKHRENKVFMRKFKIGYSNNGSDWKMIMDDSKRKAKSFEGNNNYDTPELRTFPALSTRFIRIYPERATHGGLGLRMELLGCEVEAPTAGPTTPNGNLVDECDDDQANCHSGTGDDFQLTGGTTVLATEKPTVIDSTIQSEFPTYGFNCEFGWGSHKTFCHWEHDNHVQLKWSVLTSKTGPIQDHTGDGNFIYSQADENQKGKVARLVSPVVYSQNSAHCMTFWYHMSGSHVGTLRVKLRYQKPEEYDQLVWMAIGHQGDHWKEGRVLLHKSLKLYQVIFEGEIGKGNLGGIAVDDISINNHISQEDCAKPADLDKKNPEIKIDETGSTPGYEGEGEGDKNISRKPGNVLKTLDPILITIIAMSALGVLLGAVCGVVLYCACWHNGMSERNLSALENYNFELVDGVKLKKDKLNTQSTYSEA
eLon inh – inhibitors of E. coli Lon protease | P0A9M0 | purified E. coli Lon protease, fluorescence polarization | inhibition, % at 7.94 µM | actives 0.42% (n = 360,000); in the data active means inhibition above about 13%, passing the limit was not always enough;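 further: 0% = enzyme with probe and DMSO and 100% = no enzyme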
MT1-MMP act inh – inhibitors of human MT1-MMP activation; P50281; HT1080 RFP-PRO-GFP cells, GFP/RFP ratio fluorescence, overnight; percent of plate control window, DMSO zero; GFP/RFP ratio change, % at 20 µM; actives 0.061% (n = 360,000); AID 651647;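 active means GFP/RFP ratio change of at least 30% with cell ATP level not reduced by more than half and red fluorescence within 50% of control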; further: strong numbers were not always called active
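Assay system: RFP-PRO-GFP reporter HT1080 cells; read-out basis: GFP/RFP fluorescence ratio; benchmarks: DMSO wells and RFP-L50D-GFP cells; doses: 20 µM single dose, 1% DMSO; schedule: overnight cell settling, then overnight compound exposure, 37 °C, 5% CO2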
FAS TE block – blocks the thioesterase domain of human fatty acid synthase; P49327; recombinant FAS-TE, OMFH fluorogenic substrate, fluorescence endpoint; inhibition, % at 15 µM; actives 0.67% (n = 360,000);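 active means compounds whose normalised, plate-corrected inhibition of enzyme fluorescence in the single-dose primary screen is 50% or more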;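 further: 0% = DMSO with enzyme and 100% = substrate without enzyme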
Starred values were filed as active, the others as inactive; i = inactive; . = no result given. Not a hit list, and some 4.2% of all compounds hit somewhere here.

SMILES | bovine MsrA act | SKN-1 inh | Rin1 Abl inh | MsrA inh | Neddylation inh | NRP1-CendR mod | eLon inh | MT1-MMP act inh | FAS TE block
Cc1ccc(NC(=O)CN2C(=O)C(=O)N(C3CCCC3)C2=O)c(Cl)c1 | 0 | 24 | 1 | 0.1 | i | 6 | -4 | 3 | -1
Cc1ccc(CN2CCN(Cc3cnc(C)s3)CC2CCO)cc1 (centres undefined) | 2 | 7 | -1 | -0.1 | i | -1 | -1 | -1 | -3
CCC(C)c1c(O)nc(SCc2ccccc2)[nH]c1=O (centres undefined) | -2 | 7 | 1 | -0.1 | i | 3 | -3 | -1 | -3
Cc1ccc(OCC(=O)c2ccc3c(c2)CCCC3)cc1C | -3 | 0 | -2 | 1.5 | i | -3 | -1 | 0 | 22
Cc1cc(NC(=O)CSc2nnc(-c3ccncc3)n2N)ccc1Br | -3 | -7 | 0 | 1.1 | i | 1 | -2 | 0 | -8
Cc1nn2c(-n3ccnc3)c3c(nc2c1-c1ccccc1)CCC3 | 1 | 2 | 0 | 1.0 | i | 9 | -6 | -6 | 2
COC(=O)Cc1c(C)nc2nc(-c3ccc(C)cc3)[nH]n2c1=O | 1 | -4 | -2 | -0.7 | i | 16 | 3 | 9 | -8
N#Cc1cnn(Cc2ccccc2)c1/N=C/N1CCOCC1 | -3 | 5 | 1 | -1.9 | i | 0 | 2 | -1 | -6
COc1cc([N+](=O)[O-])ccc1-c1ccc(/C=C2\C(=O)ON=C2c2ccccc2)o1 | -15 | 28 | 2 | -0.8 | i | -14 | 11 | -12 | -19
Cc1ccc(S(=O)(=O)/N=C(/Nc2cccc(O)c2)c2ccccc2)cc1 | -3 | -3 | -3 | -0.5 | i | 9 | -1 | -2 | 0
COc1ccc(OC)c(C2/C(=C(/O)c3ccccc3)C(=O)C(=O)N2Cc2ccco2)c1 (centres undefined) | -8 | 4 | 1 | 0.9 | i | 5 | -6 | 2 | -9
Cc1cccc(OCC(=O)Nc2ncn[nH]2)c1C | -2 | -2 | 0 | 1.7 | i | -2 | -1 | -3 | -10
Cc1cccc(C)c1OCCNC(=O)c1ccc2ccccc2n1 | -13 | 1 | 0 | -0.2 | i | 7 | -5 | 3 | 34
Cc1cc(C)nc(N2CCC(CNC(=O)CCc3ccccc3)CC2)n1 | -5 | 2 | -1 | -0.3 | i | 1 | 13 | 2 | -3
COc1ccc(-n2nc3c(c2NC(=O)CCCCl)CSC3)cc1 | -2 | 24 | -4 | 1.8 | i | 7 | 3 | 1 | -6
COc1ccccc1OCc1nnc(SCC(=O)Nc2ccc(N3CCOCC3)cc2)n1C | -3 | -4 | 2 | 0.7 | i | 6 | 2 | 2 | -6
COCCNc1nnc(Cc2ccc(Cl)cc2)c(=O)[nH]1 | -9 | -6 | 1 | -1.6 | i | 7 | 0 | 2 | -8
Cc1ccc(C)c(OCC(O)CN2CCc3ccccc3C2)c1C (centres undefined) | -3 | 19 | 1 | 1.3 | i | 7 | 5 | -6 | 3
Cc1cc(C(=O)CSc2nc(N)cc(N)n2)c(C)n1CC1CCCO1 (centres undefined) | -1 | 24 | 0 | -0.1 | i | -2 | -7 | 3 | -5
CC(OC(=O)CCN=C1NS(=O)(=O)c2ccccc21)C(=O)Nc1ccc(N(C)C)cc1 (centres undefined) | -1 | -5 | -4 | -0.6 | i | 14 | -9 | -6 | -3
COc1ccc(S(=O)(=O)N2CCN(Cc3ccco3)CC2)cc1 | -1 | 11 | 0 | -0.4 | i | -3 | -3 | 2 | -6
Fc1ccc(COc2ccc(/C=N/n3cnnc3)cc2)cc1 | 0 | 20 | -2 | 1.6 | i | -11 | -5 | 1 | 2
O=C1CCCN1c1ccc(S(=O)(=O)Nc2cccnc2)cc1 | 0 | -5 | -1 | 3.1 | i | 6 | 3 | -2 | -1
Cc1cc(NC(=O)COc2ccccc2C)no1 | -2 | 9 | 2 | -0.5 | i | 7 | 3 | 1 | -4
COc1ccc(-n2cnc3cc(C(=O)N4CCOCC4)ccc32)cc1 | -3 | 13 | 0 | 0.3 | i | 5 | -3 | 1 | -4
COCC(=O)N1CCC(n2nccc2NC(=O)c2ccccc2OC)CC1 | -2 | 8 | -4 | -0.8 | i | -1 | 0 | 0 | -8
COC(=O)C[C@H]1C[C@@H]2c3cc(NC(=O)Nc4ccc(F)cc4)ccc3O[C@@H]2[C@@H](CO)O1 | -1 | 4 | 1 | 2.9 | i | 1 | 2 | 2 | -4
CC1CN(S(=O)(=O)c2ccc(C(=O)Nc3ccc(S(=O)(=O)N4CCOCC4)cc3)cc2)CC(C)O1 (centres undefined) | -1 | -7 | -2 | 0.1 | i | -10 | 5 | -3 | 5
CN(C)CCN1C(=O)NC(C)(c2ccc([N+](=O)[O-])cc2)C1=O (centres undefined) | -1 | -7 | 3 | 1.9 | i | 10 | 5 | 0 | -3
Cc1ccc(C)c(N(CC(=O)NC2CCCC2)C(=O)c2cc3cc4cccc(C)c4nc3s2)c1 | -2 | 0 | -2 | 0.3 | i | -6 | -1 | -35 | 30

By substructure: the entries above containing a furan ring, fused or not (3)
SMILES | bovine MsrA act | SKN-1 inh | Rin1 Abl inh | MsrA inh | Neddylation inh | NRP1-CendR mod | eLon inh | MT1-MMP act inh | FAS TE block
COc1cc([N+](=O)[O-])ccc1-c1ccc(/C=C2\C(=O)ON=C2c2ccccc2)o1 | -15 | 28 | 2 | -0.8 | i | -14 | 11 | -12 | -19
COc1ccc(OC)c(C2/C(=C(/O)c3ccccc3)C(=O)C(=O)N2Cc2ccco2)c1 (centres undefined) | -8 | 4 | 1 | 0.9 | i | 5 | -6 | 2 | -9
COc1ccc(S(=O)(=O)N2CCN(Cc3ccco3)CC2)cc1 | -1 | 11 | 0 | -0.4 | i | -3 | -3 | 2 | -6

Later entries
SMILES | bovine MsrA act | SKN-1 inh | Rin1 Abl inh | MsrA inh | Neddylation inh | NRP1-CendR mod | eLon inh | MT1-MMP act inh | FAS TE block
Fc1cccc(CN2CCCCCCC2)c1 | -2 | 14 | 2 | 0.9 | i | -2 | -13 | 2 | -8
O=C(CCSc1nnc2ccccn12)Nc1ccc2c(c1)OCO2 | -1 | 9 | 1 | 2.2 | i | 23* | -9 | -1 | -5
Cc1cccc(C(=O)NNC(=O)C23CC4CC(CC(C4)C2)C3)c1O | -2 | -5 | -2 | 0.5 | i | 7 | -1 | 3 | 7
O=C(N/N=C/c1ccco1)c1ccncc1 | -2 | -25 | 1 | 2.7 | i | 7 | -1 | 1 | -6
COc1ccc(NC(=O)c2ccco2)cc1NC(=O)c1c(F)c(F)c(OC)c(F)c1F | -4 | -25 | 0 | -0.8 | i | -2 | -3 | 3 | -7
Cc1cc(C(=O)NNC(=O)c2cccs2)nn1C(C)(C)C | -5 | 2 | 2 | 0.8 | i | 11 | -12 | -3 | -7
CCCNC(=O)c1cc2cc([N+](=O)[O-])ccc2s1 | -7 | 9 | 4 | -0.8 | i | -4 | -9 | -5 | 23
O=C(CCCCCn1c(=S)[nH]c2cc3c(cc2c1=O)OCO3)N1CCN(Cc2ccccc2)CC1 | -1 | -13 | 3 | -0.1 | i | -3 | -1 | -4 | -4
CC1CCN(CCCNC(=O)c2coc3nc4ccccc4nc23)CC1 | 9.0* | -5 | -5 | 1.1 | . | -18 | -5 | -11 | -4
COc1ccc(/C=C2\N=C(c3ccccc3)N(c3ccc(C(=O)O)cc3)C2=O)cc1OC | -7 | 1 | 0 | 1.2 | i | -21 | -13 | -3 | -3

NRP1-CendR mod: hit marks shown above
| SMILES | bovine MsrA act | SKN-1 inh | Rin1 Abl inh | MsrA inh | Neddylation inh | NRP1-CendR mod | eLon inh | MT1-MMP act inh |
| --- | --- | --- | --- | --- | --- | --- | --- | --- |
| O=C(CCSc1nnc2ccccn12)Nc1ccc2c(c1)OCO2 | -1 | 9 | 1 | 2.2 | i | 23* | -9 | -1 |

More records follow.
SMILES | bovine MsrA act | SKN-1 inh | Rin1 Abl inh | MsrA inh | Neddylation inh | NRP1-CendR mod | eLon inh | MT1-MMP act inh | FAS TE block
O=C(C[C@@H]1C/C=C\C[C@H](NC(=O)OCC2c3ccccc3-c3ccccc32)C(=O)OC[C@@H]2CCCN2C1=O)NCCO | -2 | 10 | 3 | -0.4 | i | -4 | -9 | 4 | -2
O=C(CSC1=NC(=O)C(c2ccccc2)C(=O)N1)Nc1ccccc1Cl (centres undefined) | -3 | 17 | -1 | . | i | -1 | -1 | -2 | -7
CC(C)N1CSC(=S)N(Cc2ccccc2)C1 | -11 | -7 | -8 | 0.3 | i | 5 | -1 | -8 | -2
CN1CCC(NC(=O)CCc2ccccc2)CC1 | -1 | 8 | 2 | -0.1 | i | -2 | 0 | -3 | -5
Cc1ccc(/C=C/c2ccc(N(C)C)cc2)[n+](C)c1 | -1 | 50 | -27 | 1.1 | i | -213 | -134 | -126 | -5
S=C(Nc1ccc2nsnc2c1)NC1CCCCC1 | 1 | 3 | 3 | 1.0 | i | 23 | 12 | -12 | 7
O=C(NC1CCCCC1)[C@@H]1CSC2c3ccccc3C(=O)N21 (some centres undefined) | -2 | -6 | -6 | -1.0 | i | 2 | -10 | -6 | -7
O=C(NCCCNC(=O)c1cc(Cl)ccc1Cl)c1ccco1 | -9 | -4 | 0 | 0.5 | i | 1 | 2 | -4 | -3
O=C(CSc1nnc(NC(=O)c2cccc(Cl)c2)s1)NCC1CCCO1 (centres undefined) | -2 | 9 | -2 | -0.3 | i | 16 | 3 | -1 | 0
CC(=O)N1CCN(C(=O)CCNS(=O)(=O)c2ccccc2)CC1 | -1 | 28 | 2 | -0.2 | i | 2 | -1 | -1 | -9
CC(C1CC1)N(Cc1ccccc1)C(=O)NC(=O)c1ccccc1 (centres undefined) | -3 | 4 | -2 | -0.9 | i | 17 | 3 | 4 | -6
CCN(CC)/C(Sc1ccccc1)=C(/C(Cl)=C(Cl)Cl)[N+](=O)[O-] | -4 | -9 | 0 | 1.9 | i | 4 | 4 | 5 | 16
Cc1cc(/C=C2/NC(=O)N(c3ccccc3)C2=O)c(C)n1C(C)C | -4 | 16 | -2 | 4.2 | i | -9 | -6 | -8 | 22
COc1ccccc1OCCCCCCN1CCOCC1 | -6 | 4 | 2 | 1.4 | i | 8 | -6 | 1 | -9
O=C(NCc1cccnc1)[C@@H]1CC=C[C@@H]2CCN(Cc3ccc(Cl)c(Cl)c3)C(=O)[C@@H]21 | 0 | -2 | -1 | -0.1 | i | -16 | -10 | 0 | 0
CCOC(=O)Cc1c(C)nc2c(C#N)c[nH]n2c1=O | -1 | -8 | 5 | 0.0 | i | -8 | -6 | 8 | -10
CC(C)Cc1nc(NCCN2CCOCC2)c(C#N)c2c1COC(C)(C)C2 | 2 | -12 | 0 | 0.9 | i | 3 | 0 | -6 | -2
CCc1cc2c(NC(Cc3ccccc3)C(=O)O)nc(C)nc2s1 (centres undefined) | -3 | -12 | -3 | -1.0 | i | -4 | -4 | 2 | -4
CC1CN(CCCOc2ccccc2[N+](=O)[O-])CC(C)O1 (centres undefined) | -7 | -28 | -3 | 3.6 | i | 7 | -2 | -1 | -10
Cc1c(C(=O)N2CCC(C)CC2)sc2ncnc(N3CCN(c4ccccc4)CC3)c12 | -2 | 5 | 3 | 0.7 | i | -2 | -3 | -3 | 15
CC(C)(C)C1CCC2(CC1)SCC(=O)N2c1ccccc1 (centres undefined) | -2 | 15 | 4 | 0.6 | i | -6 | -2 | -1 | -5
CN1CCN(C(=O)CCn2c(=O)c3cccn3c3cccnc32)CC1 | -2 | -6 | -1 | 0.5 | i | 15 | -12 | -1 | -4
CCN(C(=O)CSc1ncnc2sccc12)c1c(N)n(Cc2ccccc2)c(=O)[nH]c1=O | -4 | -5 | 0 | -0.6 | i | -2 | 2 | -4 | -5
Cc1cccc(C(=O)N(C(=O)c2cccc(C)c2)N(C)C)c1 | -6 | -26 | 3 | -0.6 | i | 8 | -1 | -1 | 11
COc1ccc2ccccc2c1/C=N/NC(=O)c1nnn(-c2nonc2N)c1CN(C)C | -2 | 4 | 1 | -0.5 | i | 6 | -3 | 2 | -2

Source: PubChem (several laboratories)
